Compound activity from PubChem.
MEP2 TOR yeast: modulators of MEP2-GFP levels in yeast, primary screen, S. cerevisiae, multiplex flow cytometry, MLPCN library | S. cerevisiae MEP2-GFP strain, 3 h; 100% = DMSO control level | GFP response vs DMSO, % at 10 µM | 330,000 tested, 0.51% active;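 active means GFP response versus DMSO above a set limit, roughly screen mean plus 3 SD, cut at about 180% in these data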;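 further: median GFP fluorescence of the barcode-gated MEP2-GFP cells per well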
AHR act: AHR activators, primary screen, cell-based, luminescence, luciferase reporter, human; Aryl hydrocarbon receptor (Homo sapiens), P35869; AHR-responsive luciferase reporter cells; activation, % at 5 µM; 320,000 tested, 2.5% active; in the data active means activation above about 47%;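 further: 0% = vehicle wells and 100% = reference agonist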
CR mimetic SO: reduction of superoxide in aged yeast, primary screen, HTS; superoxide response (% of plate mean), % at 10 µM; 330,000 tested, 0.18% active; S. cerevisiae aged cells, superoxide DHE fluorescence; hits give low values;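 active means superoxide response under a set limit, about three screen SD below normal, cut at about 65% in these data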;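 further: yeast aged for seven days with compound at 30 °C before DHE staining; 100% = average MFI of all compound-treated wells on the plate with controls excluded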
LAP4-GFP MLPCN: modulators of LAP4-GFP expression in yeast, primary screen, S. cerevisiae, multiplex flow cytometry, MLPCN library; 3 h; median GFP as percent of DMSO wells; 320,000 tested, 0.34% active; AID 2023, 2009; GFP response vs DMSO, % at 10 µM;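 active means GFP response vs DMSO above a set limit, about the screen mean plus 3 SD, cut at about 150% in these data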
RPL19A-GFP yeast: RPL19A-GFP expression modulators in yeast, primary screen, cell-based, S. cerevisiae, multiplex flow cytometry, MLPCN. percent response vs DMSO, % at 10 µM. AID 2025, 2009. S. cerevisiae RPL19A-GFP strain, 3 h; hits give low values. 330,000 tested, 0.3% active;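 active means percent response vs DMSO below 50%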;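 further: median channel GFP fluorescence of the barcoded RPL19A-GFP strain; ratio of sample median GFP to plate DMSO average so 100% = DMSO; lower means less RPL19A-GFP as with rapamycin TOR inhibition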
GASC-1 inh: inhibitors of GASC-1 histone demethylase, primary screen, biochemical, fluorescence, DELFIA europium. 330,000 tested, 0.069% active. inhibition, % at 2.35 µM. AID 2099, 2009. GST-JMJD2C(1-420) H3K9me3 demethylation. Lysine-specific demethylase 4C (Homo sapiens), Q9H3R0;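 active means more than half of a compound's replicate wells show inhibition beyond 50%, single wells judged on their own value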;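 further: signal counts dimethyl H3K9 product captured on neutravidin plate; 0% = median of DMSO wells and 100% = 0.3 times that DMSO median; strong numbers were not always called active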
Target sequence (Q9H3R0 1-420 limits assumed): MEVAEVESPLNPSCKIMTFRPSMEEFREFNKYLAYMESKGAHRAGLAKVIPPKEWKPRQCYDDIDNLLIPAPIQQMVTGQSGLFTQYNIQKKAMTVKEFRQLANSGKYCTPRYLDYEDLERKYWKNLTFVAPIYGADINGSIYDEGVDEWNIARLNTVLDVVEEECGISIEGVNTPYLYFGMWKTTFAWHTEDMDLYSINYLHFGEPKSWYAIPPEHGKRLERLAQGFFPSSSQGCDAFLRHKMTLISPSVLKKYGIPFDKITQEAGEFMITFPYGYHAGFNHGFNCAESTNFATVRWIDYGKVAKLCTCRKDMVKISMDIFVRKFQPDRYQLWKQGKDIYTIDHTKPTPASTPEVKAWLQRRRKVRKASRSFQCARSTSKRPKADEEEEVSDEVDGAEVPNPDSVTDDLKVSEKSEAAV
proCasp7 act: procaspase-7 activators, primary screen, counter-screen for procaspase-3 activator project, biochemical, absorbance, HTS, human; recombinant procaspase-7, Ac-DEVD-pNA absorbance 405 nm; D23A/D198A/D206A triple mutant, cannot self-cleave; scale: DMSO 0, 5 µM enzyme 100; activation, % at 8.5 µM; 330,000 tested, 0.093% active; AID 463210, 2010;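 active means percent activation above the screen-wide mean plus 3 SD, cut at about 25% in these data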
Target sequence (P55210 whole entry D23A/D198A/D206A): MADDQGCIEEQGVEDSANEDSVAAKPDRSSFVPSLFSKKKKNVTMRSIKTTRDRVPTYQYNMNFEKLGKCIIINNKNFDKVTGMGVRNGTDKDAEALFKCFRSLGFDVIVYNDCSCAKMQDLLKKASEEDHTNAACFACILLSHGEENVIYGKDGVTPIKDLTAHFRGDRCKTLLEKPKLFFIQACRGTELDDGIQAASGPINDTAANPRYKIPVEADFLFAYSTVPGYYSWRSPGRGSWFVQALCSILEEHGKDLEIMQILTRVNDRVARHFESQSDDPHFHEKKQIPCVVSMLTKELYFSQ
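Assay system: Uncleavable procaspase-7 mutant enzyme; Input: 2 µM procaspase-7 mutant as dispensed; Also added: DEVD-pNA substrate; Medium: Zinc-free HEPES pH 7.4 with 300 mM NaCl, 0.01% Triton X-100; Timing: 1 h compound preincubation, 2 h substrate cleavage, 25 °C; Measured by: Epi-absorbance of released pNA at 405 nm, two timepoints.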
proCasp3 act: activators of human procaspase-3 D3A mutant, primary screen, biochemical, absorbance, PC-3 D3A mutant, single concentration; Caspase-3 (Homo sapiens), P42574; recombinant procaspase-3 D3A, Ac-DEVD-pNA absorbance 405 nm; activation, % at 8.5 µM; 330,000 tested, 0.11% active;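 active means activation above the mean of all tested compounds plus 3 SD, cut at about 21% in these data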;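 further: 0% = DMSO alone and 100% = DMSO wells spiked with extra 5 µM PC-3 D3A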
Target sequence (P42574 whole entry D9A/D28A/D175A): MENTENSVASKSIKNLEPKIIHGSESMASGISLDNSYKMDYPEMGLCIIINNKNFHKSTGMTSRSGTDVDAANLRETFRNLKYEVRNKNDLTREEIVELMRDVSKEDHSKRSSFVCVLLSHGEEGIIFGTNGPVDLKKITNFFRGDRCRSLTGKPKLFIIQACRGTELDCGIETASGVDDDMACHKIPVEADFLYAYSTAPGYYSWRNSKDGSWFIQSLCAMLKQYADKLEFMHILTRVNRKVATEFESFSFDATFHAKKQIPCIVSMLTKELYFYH
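assay system = Procaspase-3 D3A mutant | signal = absorbance at 405 nm, 0 and 120 min | times = 1 h preincubation plus 2 h reaction at 25 °C | repeats = single replicate | read-out = % activation between DMSO and enzyme-spiked controls | medium = Zinc-free HEPES saline buffer with Triton X-100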
The depositor's hits bear a star; . = no result given; [ ] = another dose, or the depositor's remark.

SMILES | MEP2 TOR yeast | AHR act | CR mimetic SO | LAP4-GFP MLPCN | RPL19A-GFP yeast | GASC-1 inh | proCasp7 act | proCasp3 act
CCOc1ccc(C(=O)NCc2ccco2)cc1 | 107.8 | 3.6 | 98.5 | 106.7 | 109.2 | -11.9 | -4.5 | 2.4
COc1cccc(N2CN(CCc3ccccc3)CNC2=S)c1 | 118.4 | 1.9 | 109.9 | 105.9 | 103.7 | . | 7.3 | 2.2
O=C(Oc1ccc(Cl)c2cccnc12)c1cccc([N+](=O)[O-])c1 | 91.3 | 24.0 | 99.0 | 96.2 | 92.8 | -17.7 | 3.9 | -5.1
CCNCc1nc2cc(OC)c(OC)cc2c(=O)[nH]1 | 96.5 | 2.0 | 111.6 | 97.0 | 92.1 | 2.5 | -6.3 | 0.0
Cc1cc(C)n2nc(C(=O)N/N=C/c3ccc(Cl)cc3)nc2n1 | 96.6 | 1.3 | 127.7 | 116.3 | 93.6 | -3.6 | 1.4 | 3.2
Cc1cc(C)c(C)c(S(=O)(=O)N2CCN(Cc3nc4ccccc4[nH]3)CC2)c1C | 103.4 | 7.2 | 105.0 | 94.7 | 97.2 | 6.0 | -3.9 | -15.3
CCOC(=O)C1=NOC(Cn2cc(C(C)=O)c(=O)[nH]c2=O)C1 (stereo unspecified) | 101.8 | 1.6 | 101.7 | 96.8 | 95.0 | -3.0 | 9.2 | 8.6
COc1ccc(/C=C/C(=O)NC(=S)Nc2ccccc2C(=O)NC2CCCCC2)cc1 | 99.3 | 2.2 | 102.6 | 93.5 | 99.8 | -0.7 | 4.2 | 0.9
Nc1c(C(=O)N/N=C/c2cccnc2)oc2nc(-c3ccco3)cc(-c3ccco3)c12 | 100.8 | 14.8 | 97.8 | 112.9 | 107.9 | -1.0 | -15.1 | -11.3
COc1cccc(NC(=O)CCNC(=O)C2CCN(S(=O)(=O)c3ccc(F)cc3)CC2)c1 | 107.0 | 0.8 | 95.3 | 101.8 | 100.2 | 1.5 | -8.1 | 5.0

For reference, some entries already given:
SMILES | MEP2 TOR yeast | AHR act | CR mimetic SO | LAP4-GFP MLPCN | RPL19A-GFP yeast | GASC-1 inh | proCasp7 act | proCasp3 act
CCOC(=O)C1=NOC(Cn2cc(C(C)=O)c(=O)[nH]c2=O)C1 (stereo unspecified) | 101.8 | 1.6 | 101.7 | 96.8 | 95.0 | -3.0 | 9.2 | 8.6
COc1ccc(/C=C/C(=O)NC(=S)Nc2ccccc2C(=O)NC2CCCCC2)cc1 | 99.3 | 2.2 | 102.6 | 93.5 | 99.8 | -0.7 | 4.2 | 0.9
Nc1c(C(=O)N/N=C/c2cccnc2)oc2nc(-c3ccco3)cc(-c3ccco3)c12 | 100.8 | 14.8 | 97.8 | 112.9 | 107.9 | -1.0 | -15.1 | -11.3
COc1cccc(NC(=O)CCNC(=O)C2CCN(S(=O)(=O)c3ccc(F)cc3)CC2)c1 | 107.0 | 0.8 | 95.3 | 101.8 | 100.2 | 1.5 | -8.1 | 5.0

New compounds follow:
SMILES | MEP2 TOR yeast | AHR act | CR mimetic SO | LAP4-GFP MLPCN | RPL19A-GFP yeast | GASC-1 inh | proCasp7 act | proCasp3 act
N#Cc1ccc(C(=O)Nc2ccc3ccccc3c2)cc1 | 109.1 | 11.3 | 83.3 | 101.6 | 109.1 | 2.2 | -5.5 | 5.0
CCOC(=O)N1CCN(S(=O)(=O)c2ccc(OC)c3ccccc23)CC1 | 105.7 | 2.0 | 146.2 | 90.7 | 87.9 | -2.8 | 9.0 | 7.4
COc1ccc2c(Cl)c(-c3nnc(SCC(=O)c4ccccc4)n3C)sc2c1 | 96.4 | 4.2 | 119.3 | 109.1 | 101.0 | -2.1 | -3.3 | 3.3
CCOc1ccccc1C(=O)Nc1nnc(Cc2ccc(OC)c(OC)c2)s1 | 102.7 | 33.3 | 99.9 | 89.5 | 103.0 | 9.4 | -3.3 | 2.7
CC(=O)c1ccc(NC(=O)C2C3CCC(C3)C2C(=O)O)cc1 (stereo unspecified) | 102.8 | -0.9 | 101.7 | 85.7 | 108.4 | -5.6 | 1.5 | 7.5
O=C(CCc1ccccc1)NCc1ccccn1 | 108.0 | -0.7 | 96.0 | 107.4 | 104.2 | -2.7 | 2.5 | 2.3
Cc1[nH]nc(SCC(=O)N2CCCC2)c1[N+](=O)[O-] | 98.7 | -0.3 | 98.0 | 106.0 | 95.9 | 24.5 | 0.5 | -3.3
O=C(CN1C(=O)NC2(CCCC2)C1=O)Nc1ccccc1N1CCCCC1 | 95.4 | -1.0 | 89.8 | 115.6 | 97.2 | -2.2 | 4.5 | 12.8
CC(=O)OCC1OC(OCc2cn(C[C@H]3CC[C@@H]([C@@H]4CC[C@H](Cn5cc(COC6OC(COC(C)=O)C(OC(C)=O)C(OC(C)=O)C6OC(C)=O)nn5)O4)O3)nn2)C(OC(C)=O)C(OC(C)=O)C1OC(C)=O (stereo partly specified) | 99.2 | -3.4 | 102.5 | 124.6 | 100.7 | -6.7 | -0.2 | 6.2
O=C(O)C1C2CCC(C2)C1C(=O)Nc1ccccc1 (stereo unspecified) | 88.0 | -1.6 | 98.0 | 92.4 | 85.1 | -5.3 | 2.1 | 1.3
Cn1c(=O)c2c(ncn2CC(=O)Nc2ccccc2)n(C)c1=O | 210.1*[may fluoresce violet] | 0.9 | 120.9 | 88.1[may fluoresce violet] | 58.7[may fluoresce violet] | 1.9 | 6.5 | -0.1
COc1ccc(/C=C/c2ccccc2)cc1[C@H]1[C@@H]2C=CCC[C@@]2(C)C(=O)N1Cc1ccccc1 | 102.5 | 6.9 | 100.8 | 98.0 | 104.0 | 5.3 | -2.0 | -1.3
Cc1ccc(N(C)C(=O)CCS(=O)(=O)c2cc3c(cc2Cl)NC(=O)CO3)cc1 | 96.6 | 0.6 | 96.5 | 96.7 | 91.6 | -5.5 | 2.5 | 1.4
O=C(COC(=O)c1cc[n+]([O-])cc1)Nc1cccc(F)c1 | 93.2 | 0.5 | 114.0 | 92.5 | 92.5 | 8.7 | -2.8 | 1.8
Cn1c([N+](=O)[O-])cnc1N1CCN(c2nncs2)C1=O | 110.3 | 2.9 | 91.7 | 102.6 | 106.1 | 5.9 | -7.2 | -4.0
O=[N+]([O-])c1cc(Cl)ccc1N1CCCCC1 | 101.1 | 1.2 | 81.1 | 111.5 | 103.5 | 4.7 | -1.3 | -3.8
COc1cccc2sc(NN)nc12 | 94.4 | 33.1 | 95.5 | 83.0 | 98.0 | 5.0 | -5.7 | -9.3
FC(F)(F)c1ccc(CSc2nccn2-c2ccccc2)cc1 | 97.2 | -8.2 | 93.2 | 101.8 | 102.1 | 7.3 | 3.7 | 3.3
S=C(NCCc1ccccc1)Nc1ccccc1N1CCOCC1 | 101.0 | 2.1 | 127.7 | 97.7 | 109.9 | 0.0 | -0.3 | 3.1
COc1ccc(-c2csc(-n3ncc(-c4cccs4)c3N)n2)cc1 | 87.9 | 13.4 | 108.4 | 81.4 | 84.1 | 3.8 | 22.6 | 17.9
O=C(NCc1ccccn1)c1cn(-c2ccccc2)nc1-c1ccc(Cl)cc1 | 92.4 | 25.1 | 108.8 | 102.3 | 97.4 | 5.7 | 4.7 | -9.1
CN(C)CCCNc1oc(-c2cccc(Cl)c2)nc1C#N | 102.7 | 4.4 | 106.3 | 103.0 | 97.7 | 19.9 | 5.3 | 10.6
COc1ccc(Br)cc1CN(C)C(=O)c1cc(Cl)c2c(c1)OCCO2 | 102.8 | -0.6 | 103.9 | 107.5 | 101.0 | -0.2 | 2.3 | -0.3
O=C(N/C(=C\c1cccc([N+](=O)[O-])c1)C(=O)N1CCCCC1)c1cccs1 | 97.7 | 4.8 | 109.2 | 97.3 | 95.8 | -12.7 | 2.6 | 4.1
Cc1ccc(-n2c(C)nnc2SCC(=O)N(C)C2CCS(=O)(=O)C2)cc1 (stereo unspecified) | 107.5 | -2.2 | 108.7 | 106.1 | 107.1 | -2.2 | 14.9 | 12.2
Cc1ccc(C)c(NC(=O)CSc2nnc(CCNC(=O)OC(C)(C)C)o2)c1 | 98.1 | 0.5 | 87.4 | 85.1 | 100.0 | -0.1 | 3.4 | 7.1
O=C(/C=C/c1ccc([N+](=O)[O-])cc1)NNC(=O)C1CC1 | 97.8 | 0.5 | 108.1 | 99.5 | 105.2 | -12.8 | 5.2 | -1.3
O=C(Nc1ccccc1)c1csc(-c2ccccc2)n1 | 95.6 | 68.4* | 99.8 | 90.7 | 92.3 | 17.6 | 0.3 | -5.8
COC(=O)N(C)CCCC1(C)C(=O)N(C)c2ccc(O)cc21 (stereo unspecified) | 98.0 | -0.4 | 105.4 | 99.9 | 92.6 | 2.1 | -0.2 | -6.0
Cc1cccc(-c2nnn(CC/C(N)=N/O)n2)c1 | 102.8 | -0.4 | 104.4 | 98.7 | 97.4 | 3.9 | 3.0 | -3.6
COc1cccc(NC(=O)N2CCOCC2)c1 | 101.6 | 9.2 | 99.2 | 99.4 | 99.6 | 14.2 | -0.1 | -8.1
COC(=O)c1c(C)[nH]c(C(=O)OCC(=O)N(CC(C)C)c2c(N)n(Cc3ccccc3)c(=O)[nH]c2=O)c1C | 81.8 | 1.3 | 99.2 | 80.6 | 84.5 | -1.8 | 6.7 | 1.7
CCCNC(=O)c1ccc(N2CCC3(CC2)CC(c2ccc(Cl)cc2)=NO3)c([N+](=O)[O-])c1 | 97.3 | 1.6 | 103.6 | 112.2 | 99.9 | 3.6 | -6.3 | 0.8
CC(C)(CO)N=Cc1c(O)[nH]c2ccccc12 | 95.7 | 23.1 | 98.4 | 100.3 | 99.7 | 6.4 | 1.5 | 1.9
Cc1cccc(NC(=O)[C@@H]2CCCN2S(=O)(=O)c2ccc(Cl)cc2)c1 | 102.2 | 3.1 | 107.5 | 95.2 | 99.5 | 1.0 | 7.8 | 15.1
CCC(C)[C@H](NC(=O)NCc1ccccc1Cl)C(=O)OC (stereo partly specified) | 101.1 | -0.5 | 93.3 | 97.3 | 97.0 | 9.3 | -4.2 | 4.9
CN(C)/C=C/c1onc(-c2ccccc2Cl)c1C#N | 97.8 | -0.1 | 81.7 | 97.1 | 96.6 | . | -2.9 | 2.5
CCC(=O)Nc1ccc(Cl)c(NC(=S)NC(=O)COc2ccccc2)c1 | 103.3 | 2.5 | 81.5 | 100.2 | 104.5 | 15.3 | 8.8 | 1.9
CCCN1CCN(S(=O)(=O)c2ccc3c(c2)CC(C)N3C(=O)C2CC2)CC1 (stereo unspecified) | 104.7 | -1.5 | 81.8 | 106.2 | 100.4 | -1.0 | -10.5 | 3.8
Cn1c(COc2ccc(Cl)cc2)nnc1SCC(=O)Nc1ccc2c(c1)CCC2 | 98.5 | 22.5 | 100.4 | 96.4 | 99.4 | -5.1 | 7.3 | -1.4
COc1ccc(CCNCC(=O)Nc2ccc(OC(F)F)cc2)cc1 | 103.7 | 2.3 | 104.7 | 91.8 | 103.9 | 15.5 | 5.8 | 12.2
